PMI inhibition: human PMI inhibitors, high substrate, primary screen, biochemical, fluorescence intensity, high mannose 6-phosphate (AID 1220). Mannose-6-phosphate isomerase (Homo sapiens). recombinant PMI enzyme, coupled fluorescence intensity; higher % means a stronger effect. one-dose inhibition, % at 20 µM; IC50 in µM for titrated hits. 190,000 tested, 0.66% active
West Nile virus CPE: West Nile virus antiviral activity, cell-based, CPE readout (AID 1621). 290,000 tested, 0.02% active. one-dose CPE inhibition, % at 10 µM; IC50 in µM for titrated hits. West Nile virus-infected cells, CPE inhibition; higher % means a stronger effect; in the data active = a potency from the dose series; inconclusive = CPE inhibition mostly from about 3.7% at the one dose, without a potency; inactive = the rest, 99 in 100 with CPE inhibition below about 2.2%; note: strong numbers were not always called active
RSV antiviral HEp-2: RSV antiviral activity via CPE protection, HEp-2 cells, primary 10 µM value included (AID 2391); 310,000 tested, 0.13% active; CPE inhibition, % at 10 µM; hits with a dose series show IC50 in µM; HEp-2 cells, RSV-induced CPE inhibition; higher % means a stronger effect; in the data active = a potency from the dose series; inconclusive = CPE inhibition mostly from about 23% at the one dose, without a potency; inactive = the rest, 99 in 100 with CPE inhibition below about 21%; note: strong numbers were not always called active
TNAP activation fold: human TNAP enzyme activators, primary screen, biochemical, luminescent, no phosphate acceptor, uHTS (AID 1001); 200,000 tested, 0.03% active; purified TNAP, luminescent activation assay, no phosphate acceptor; higher activation fold means a stronger effect; Alkaline phosphatase, tissue-nonspecific isozyme (Homo sapiens); activation fold at 20 µM, or EC50 in µM where a hit was titrated; in the data active = activation fold from about 3, or a potency from the dose series; inactive = the rest, 99 in 100 with activation fold below about 1.6; note: many of its hits are not listed in these tables
M17LAP inhibition: P. falciparum M17LAP inhibitors, primary screen, biochemical, fluorogenic H-Leu-NHMec substrate, 1536-well (AID 1619). Leucine aminopeptidase (Plasmodium falciparum (isolate 3D7)). recombinant M17LAP, H-Leu-NHMec fluorogenic kinetic assay; higher % means a stronger effect. inhibition, % at 30 µM; hits with a dose series show IC50 in µM. 220,000 tested, 0.38% active;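 active = compound inhibiting the enzyme by more than half at any dose during confirmatory dose-response retesting; inconclusive = strong single-dose inhibitors picked by rank but not retested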;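 note: plate controls were full reaction with DMSO carrier for no effect and no enzyme background for full effect; strong numbers were not always called active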
P. falciparum M1AAP: P. falciparum M1AAP inhibitors, biochemical, fluorogenic H-Leu-NHMec substrate, 1536-well (AID 1445); Aminopeptidase N (Plasmodium falciparum (isolate 3D7)); one-dose inhibition, % at 30 µM; IC50 in µM for titrated hits; recombinant M1AAP, H-Leu-NHMec fluorogenic kinetic assay; higher % means a stronger effect; 220,000 tested, 0.42% active;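 active = primary inhibition above the hit cutoff, then over 50% inhibition at one or more dose response concentrations, cut at about 23% in these data, passing the limit was not always enough; inconclusive = conflicting primary data, or primary hits not chosen for dose response; inactive = low primary inhibition, or under 50% at every dose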;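 note: plate controls were DMSO full reaction for no effect and no enzyme background for full effect; strong numbers were not always called active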
T cell modulator: modulators of CD8 T cell-vesicle binding, primary screen, mouse 2C CD8+ T cells, flow cytometry; 330,000 tested, 0.068% active; calls only at 7 µM; 2C CD8+ T cell-vesicle binding; stronger effect = lower value;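 active = response, share of CD8 T cells binding vesicles, and their 90th percentile fluorescence all below set limits, cut at about 80% in these data, passing the limit was not always enough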
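Material: 2C TCR transgenic mouse naive CD8+ T cells, MACS-purified. Also added: QL9-charged Drosophila Ld/ICAM-1/B7-1 vesicles. Timing: binding 1.5 h at 37 °C. Measured by: high-throughput flow cytometry with anti-B7-1 and anti-CD8 staining. Read-out: percent CD8+ FL2 mean versus row control. Controls: Unloaded micro-vesicles (low), QL9 vesicles with 0.7% DMSO (high).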
K1F lysis inhibition: inhibition of K1F phage lysis, E. coli UTI89, bacterial capsule biogenesis inhibitors, alamar blue (AID 488966). inhibition, % at 100 µM; hits with a dose series show IC50 in µM. 340,000 tested, 0.02% active. E. coli UTI89 K1F phage lysis, alamar blue, 2 h; higher % means a stronger effect;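 active = phage lysis inhibition, versus mean bacterial control, above a set limit; inconclusive = no clear call, values can overlap the other calls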;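 note: capsule biogenesis inhibitors block K1F phage lysis so surviving cells raise fluorescence; higher fluorescence means more inhibition of phage lysis; actives were called in the ten point dose series up to 300 µM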
human PMI inhibition: inhibitors of human PMI, primary screen, biochemical, fluorescence intensity, coupled assay (AID 1209); purified PMI enzyme, coupled fluorescence intensity; higher % means a stronger effect; inhibition, % at 20 µM, or IC50 in µM where a hit was titrated; 190,000 tested, 0.42% active;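 note: plate controls were DMSO vehicle for no effect and wells lacking substrate for full effect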
T cell modulator vesicle-bound %: second read-out of T cell modulator, no call of its own (marks repeat the call); double positive events, %; measured here: CD8+ vesicle-bound cell fraction;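 binding gate set so that unloaded-vesicle control wells show 10% double positive cells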
* = called active by the depositor; i = inactive; ? = inconclusive; nt = not tested or not shown. Cut-off read from the data, not from the text of the source, unless noted: active = inhibition above about 50%; inactive = the rest.

SMILES	PMI inhibition	West Nile virus CPE	RSV antiviral HEp-2	TNAP activation fold	M17LAP inhibition	P. falciparum M1AAP	T cell modulator	T cell modulator vesicle-bound %	K1F lysis inhibition	human PMI inhibition
O=C(Oc1ccccc1Cl)c1ccccc1P(=O)(O)O	-0.6%	-0.3%	-0.8%	0.9	-2.2%	7.2%	i	28.5	0.2%	3.2%
Cc1ccc(NC(=O)CCC(=O)N/N=C/c2ccccc2O)cc1	nt	-0.1%	2.3%	nt	nt	nt	i	37.3	0.1%	nt
Cc1ccc(NC(=O)CN(Cc2ccco2)Cc2ccccc2O)cc1C	nt	-1.8%	17.8%	nt	nt	nt	i	31.5	-0.1%	nt
O=c1c2ccccc2nnn1CCN1CCOCC1	-10.9%	0.5%	1.2%	1.1	-2.3%	4.1%	i	44.7	0.7%	-3.3%
COc1ccc(-n2nc(C(=O)NCC(=O)NCCc3ccc(OC)c(OC)c3)c3ccccc3c2=O)cc1Cl	nt	0.1%	0.6%	nt	nt	nt	i	48.6	-0.3%	nt
Cc1ccc2cc(C#N)c(SCC(=O)NCC3CCCO3)nc2c1 (stereo not drawn)	12.0%	0.3%	0.7%	1	9.8%	2.3%	i	26.3	-0.1%	8.8%
COc1ccc(C#Cc2c(-c3ccc(OC)cc3)oc3ccc(-c4ccc(OC)cc4)cc23)cc1	nt	0.5%	1.9%	nt	nt	nt	i	38.2	0.3%	nt
Cc1cc(C)c(C)c(S(=O)(=O)N2CCN(CC(=O)c3c(N)n(Cc4ccccc4)c(=O)n(C)c3=O)CC2)c1C	0.0%	-1.6%	-1.0%	1.1	-18.7%	3.0%	i	19.8	-0.1%	7.9%
Cc1ccccc1OCC(=O)NC(=S)Nc1ccc(N2CCOCC2)c(Cl)c1	-4.2%	-0.3%	1.3%	1.1	1.4%	6.2%	i	16.5	0.7%	2.1%
O=C1CC(c2ccsc2)c2cc3c(cc2N1)OCCO3 (stereo not drawn)	5.2%	-0.1%	0.7%	1.1	-5.8%	6.4%	i	41.1	-0.2%	4.6%
CC1=CC(=O)C(C(C)C)=C/C1=N/OC(=O)c1cccc([N+](=O)[O-])c1	-0.5%	?	-0.3%	1.1	12.2%	0.4%	i	3.9	-3.5%	-4.2%
COc1ccc(CCNC(=O)c2noc(C(C)C)c2[N+](=O)[O-])cc1OC	nt	-0.7%	2.6%	nt	nt	nt	i	57.5	0.0%	nt
O=C(O)c1cc(S(=O)(=O)N(Cc2ccccc2)c2ccc(Cl)cc2)ccc1Cl	nt	0.6%	3.4%	nt	nt	nt	i	24.1	-0.7%	nt
CC1(C)Cc2c(sc3nc4n(c(=O)c23)CCC4)CO1	4.5%	0.2%	1.0%	1	2.2%	8.0%	i	30.3	1.6%	3.7%
CCc1ccc(NC(=O)C2CCN(C(=O)N3CCOc4ccccc43)CC2)cc1	nt	-0.6%	4.2%	nt	nt	nt	i	36.2	3.3%	nt

Some of the entries so far, with two lines to a compound:
Second line of a record: PMI inhibition | West Nile virus CPE | RSV antiviral HEp-2 | TNAP activation fold | M17LAP inhibition | P. falciparum M1AAP | T cell modulator | T cell modulator vesicle-bound % | K1F lysis inhibition | human PMI inhibition
- O=C(O)c1cc(S(=O)(=O)N(Cc2ccccc2)c2ccc(Cl)cc2)ccc1Cl
 : nt | 0.6% | 3.4% | nt | nt | nt | i | 24.1 | -0.7% | nt
- CC1(C)Cc2c(sc3nc4n(c(=O)c23)CCC4)CO1
 : 4.5% | 0.2% | 1.0% | 1 | 2.2% | 8.0% | i | 30.3 | 1.6% | 3.7%

More results follow.
SMILES	PMI inhibition	West Nile virus CPE	RSV antiviral HEp-2	TNAP activation fold	M17LAP inhibition	P. falciparum M1AAP	T cell modulator	T cell modulator vesicle-bound %	K1F lysis inhibition	human PMI inhibition
CC(C)Oc1ccc(CCC(=O)N/N=C/c2ccc3c(c2)OCO3)cc1	nt	-0.8%	0.2%	nt	nt	nt	i	22.9	0.1%	nt
Cc1ccc(N2C(=O)[C@@H]3[C@H](C2=O)C2CCCN2[C@@H]3C(=O)c2ccccc2)cc1 (stereo partly drawn)	-97.9%	-0.7%	4.6%	1.1	14.8%	3.2%	i	33.2	0.1%	-54.7%
O=C(COc1ccc2c(c1)CCC2)N1CCN(c2cccc(C(F)(F)F)c2)CC1	11.7%	-1.7%	3.1%	1.2	-7.3%	2.4%	i	44.2	0.4%	12.5%
CN=CC1=C(O)CC(C)(C)CC1=O	10.2%	0.4%	0.6%	1.1	-1.8%	7.0%	i	54.4	0.2%	8.6%
O=C(CSc1nc2ccccc2s1)NC1CCCc2ccccc21 (stereo not drawn)	-1.0%	-1.0%	4.2%	1.1	9.0%	1.8%	i	28.6	4.0%	6.8%
Cc1noc(C)c1C(=O)N1CCC(CO)(Cc2ccccc2)CC1	9.6%	0.1%	0.7%	1.1	-0.1%	7.0%	i	46.1	0.2%	12.4%
CCOc1ccc(NC(=O)Nc2cnccn2)cc1	1.0%	0.6%	1.1%	1.1	6.3%	5.0%	i	56.2	0.2%	-2.6%
O=C(O)c1ccc(/C=C2\COc3ccccc3C2=O)cc1	nt	?	3.0%	nt	nt	nt	i	21.3	-0.6%	nt
CSc1nc(C)c(Cc2ccccc2)c(=O)[nH]1	-18.4%	-0.2%	-0.1%	1	1.9%	4.8%	i	14.9	2.8%	8.6%
COc1cccc(C(C(=O)NC2CCCCC2)N(CCN2CCOCC2)C(=O)C2COc3ccccc3O2)c1 (stereo not drawn)	-0.8%	-0.5%	-3.0%	1.2	10.2%	13.4%	i	17.1	-0.5%	0.3%
CSc1c(-c2ccccn2)c(N)nn1C(=O)C1CCC1	nt	0.2%	2.3%	nt	12.2%	13.2%	i	50.3	-0.2%	nt
COc1ccc(/C=C/c2c(-c3ccc(OC)cc3)oc3ccc(-c4ccc(OC)cc4)cc23)cc1	nt	0.0%	5.4%	nt	nt	nt	i	12.4	1.2%	nt
COc1ccc(N2CCN(C(=O)c3ccc(SC)cc3OC)CC2)cc1	21.7%	-0.7%	2.5%	1	-8.8%	10.0%	i	58.7	-1.0%	9.3%
COc1ccc(CNC(=O)C2CCCN(C(=O)Nc3ccc(OC)cc3)C2)cc1 (stereo not drawn)	nt	0.7%	1.4%	nt	nt	nt	i	21.0	-0.2%	nt
COc1ccc(/C=C(\NC(=O)c2ccc(C)cc2)C(=O)NCCCn2ccnc2)cc1OC	nt	-0.3%	1.2%	nt	nt	nt	i	23.3	0.0%	nt
COc1ccc(NC(=O)CN(c2cc(C)cc(C)c2)S(=O)(=O)c2c(C)noc2C)cc1	11.9%	-0.8%	-0.1%	1.2	1.0%	13.0%	i	27.1	i	12.6%
O=C(CSc1nccc(=O)[nH]1)Nc1ccc(F)c(Cl)c1	1.2%	-0.1%	-0.2%	1.1	6.03µM*	5.7%	nt	nt	0.7%	1.7%
CSc1cccc(NC(=O)CCCOc2ccc(Cl)cc2C)c1	11.4%	-0.3%	0.4%	1.1	-1.8%	-0.8%	i	47.1	-0.9%	6.9%
Cc1cc(NC(=O)CSc2n[nH]c(CC(C)C)n2)no1	12.2%	0.2%	0.4%	0.6	10.4%	1.6%	i	58.3	-0.3%	14.2%
CC(=O)c1sc2nc(-c3cccs3)cc(C(F)(F)F)c2c1N	-77.5%	0.0%	3.3%	1.1	-42.9%	5.0%	i	24.3	0.1%	-34.8%
COc1ccc(N2C(=O)CSC23CCCCC3)cc1	-15.9%	0.2%	0.8%	1.1	-0.1%	-5.3%	i	37.3	3.0%	-22.6%
O=C(O)c1ccc(S(=O)(=O)c2ccc3c(c2)C(=O)N(Cc2ccco2)C3=O)cc1	-18.4%	0.1%	1.2%	1	12.4%	3.4%	i	22.5	5.8%	-11.5%
O=C(Nc1ccncc1)c1ccccc1-c1ccccc1	11.9%	-0.2%	-0.1%	1.1	1.3%	-0.5%	i	66.4	1.9%	10.6%
CS(=O)(=O)N(CC(=O)N1CCN(c2cccc(Cl)c2)CC1)c1cccc(F)c1	15.9%	-0.6%	2.1%	1	-4.3%	-1.4%	i	46.6	-0.5%	18.5%
O=P(OC1CCCCC1)(OC1CCCCC1)C(O)c1ccc(Cl)cc1Cl (stereo not drawn)	15.8%	-0.9%	-1.0%	1	12.8%	-0.3%	i	47.5	0.3%	21.2%
O=C1NCC(COc2ccc([N+](=O)[O-])cc2)O1 (stereo not drawn)	nt	-0.2%	1.4%	nt	nt	nt	i	39.2	0.1%	nt
CCOC(=O)C1CCN(c2c(NCCCN3CCCCC3)c(=O)c2=O)CC1	nt	0.0%	-1.1%	nt	14.3%	15.8%	i	40.3	-0.2%	nt
COC(=O)c1ccccc1N(C)S(C)(=O)=O	3.5%	-0.3%	0.6%	1.1	-2.6%	0.0%	i	14.6	2.3%	10.2%
Cc1ccc(NC(=O)CC2S/C(=N/c3nccs3)N(C)C2=O)c(C)c1 (stereo not drawn)	-2.3%	0.2%	0.8%	1.1	1.6%	4.1%	i	45.1	2.4%	0.0%
O=C(NCC1CCCO1)c1cc(-c2ccco2)nc2ccccc12 (stereo not drawn)	22.6%	0.1%	0.8%	1.1	-10.0%	9.4%	i	35.8	5.0%	27.8%
COc1cccc2c(=O)n(CC(=O)NC3CCCC3)ccc12	16.7%	-0.1%	1.9%	1	15.1%	4.6%	i	49.7	-0.2%	15.3%

Among those listed so far, these contain an NH in an aromatic ring.
SMILES	PMI inhibition	West Nile virus CPE	RSV antiviral HEp-2	TNAP activation fold	M17LAP inhibition	P. falciparum M1AAP	T cell modulator	T cell modulator vesicle-bound %	K1F lysis inhibition	human PMI inhibition
CSc1nc(C)c(Cc2ccccc2)c(=O)[nH]1	-18.4%	-0.2%	-0.1%	1	1.9%	4.8%	i	14.9	2.8%	8.6%
O=C(CSc1nccc(=O)[nH]1)Nc1ccc(F)c(Cl)c1	1.2%	-0.1%	-0.2%	1.1	6.03µM*	5.7%	nt	nt	0.7%	1.7%
Cc1cc(NC(=O)CSc2n[nH]c(CC(C)C)n2)no1	12.2%	0.2%	0.4%	0.6	10.4%	1.6%	i	58.3	-0.3%	14.2%

Assay outcomes deposited in PubChem BioAssay by several laboratories.
